# Source: PubChem BioAssay (several laboratories)
# Rtt109 HAT inh = inhibitors of C. albicans Rtt109/Vps75 HAT, primary screen, biochemical, ThioGlo CoA-SH fluorescence, plate reader. 330,000 tested, 0.16% active. purified Rtt109/Vps75, 4 h. inhibition, % at 34.9 µM. AID 540336, 2011;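 active means inhibition of at least 50% in every replicate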
# PvdQ acylase = P. aeruginosa PvdQ acylase inhibitors, primary screen, biochemical, fluorescence, plate reader and imaging, single point. AID 488965, 2010. PvdQ acylase [Pseudomonas aeruginosa LESB58]. inhibition, % at 10 µM. 340,000 tested, 0.063% active. purified PvdQ acylase; in the data active means inhibition above about 30%, passing the limit was not always enough;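 further: 0% = vehicle neutral wells and 100% = reference inhibitor wells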
# cardiac RTF act = cardiac RTF calcium sensitivity activators, primary screen, biochemical, IANBD-TnC fluorescence, EC20 calcium | Troponin I, cardiac muscle (Homo sapiens) + Troponin T, cardiac muscle (Homo sapiens) + … | IANBD-labeled TnC RTF fluorescence at EC20 calcium; 0% EC20 calcium, 100% full calcium | AID 493008, 2010 | activation, % at 7.2 µM | 340,000 tested, 0.24% active;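 active means activation above the mean over all tested compounds plus 3 SD, cut at about 30% in these data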;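 further: rise in fluorescence read as greater calcium sensitivity of cardiac thin filaments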
# dFosB activator = activators of delta FosB homodimer, primary screen, biochemical, fluorescence polarization, TAMRA-CDK5 oligo, single point | Protein FosB (Mus musculus), P13346 | purified delta FosB; percent of positive-control signal above neutral wells | activation, % at 25 µM | 340,000 tested, 0.99% active;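 active means mean activation above about 17%, with every replicate also reaching it, limit read from the data, passing the limit was not always enough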;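 further: fluorescence polarization rise as delta FosB binds a TAMRA Cdk5 AP-1 oligo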
# RTF Ca sens inh = cardiac RTF calcium sensitivity inhibitors, primary screen, biochemical, IANBD-TnC fluorescence, EC70 calcium | Troponin I, cardiac muscle (Homo sapiens) + Troponin T, cardiac muscle (Homo sapiens) + … | IANBD-labeled cardiac RTF, Ca2+ fluorescence | inhibition, % at 7.15 µM | 340,000 tested, 0.12% active;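 active means inhibition above the mean inhibition of all tested compounds plus 3 SD, cut at about 17% in these data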;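 further: assay run at fixed EC70 calcium of 1.6 mM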
# Keap1-Nrf2 PPI = Keap1-Nrf2 protein-protein interaction inhibitors, primary screen, biochemical, fluorescence polarization, single point; Kelch-like ECH-associated protein 1 (Homo sapiens), Q14145; Keap1 Kelch-Nrf2 peptide fluorescence polarization, 1536-well; inhibition, % at 9.4 µM; 340,000 tested, 0.15% active; AID 504523, 2011; in the data active means inhibition above about 12%;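 further: human Keap1 Kelch domain with fluorescein labeled Nrf2 9mer peptide probe; 0% = neutral control wells and 100% = peptide positive control; higher means more block of Keap1 binding to Nrf2 peptide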
# CDK5 p35 inh = inhibitors of human CDK5/p35 kinase, primary screen, biochemical, single concentration; Cyclin-dependent kinase 5 (Homo sapiens) + Cyclin-dependent kinase 5 activator 1 (Homo …; Recombinant CDK5/p35, ADP-Glo luminescence, 60 min; inhibition, % at 10 µM; 330,000 tested, 0.01% active; AID 488839, 2010;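 active means highest replicate inhibition of at least 50% and at least 75% of replicates reaching 50%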;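 further: plate controls were DMSO neutral control for no effect and GW8510 at 10 µM for full effect; many of its hits are not listed in these tables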
# C-LANA FP = inhibitors of KSHV C-LANA binding to DNA, primary screen, biochemical, fluorescence polarization, FAM-LBS DNA, MBP-C-LANA, single point; Kaposi's sarcoma herpesvirus LANA C-terminal domain (residues 932-1162) DNA binding; inhibition, % at 9 µM; 340,000 tested, 0.078% active; AID 504423, 2011;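 active means highest replicate inhibition at or above 60% at 9 µM, even if other replicates fall short; inactive means all replicates below 60% inhibition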;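 further: 0% = neutral control wells and 100% = 4 µM acridine orange control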
# PfHsp90 set2 = growth inhibition of PfHsp90-expressing yeast, primary screen, antimalarial PfHsp90 inhibitor project, S. cerevisiae, BacTiter-Glo luminescence, single point, set 2; BacTiter-Glo ATP, 48 h; yeast lacking PDR1 and PDR3 efflux regulators; inhibition, % at 9.4 µM; 310,000 tested, 0.32% active;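 active means every replicate shows inhibition above about 80%, whatever the replicate mean, limit read from the data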;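 further: 0% = DMSO neutral controls and 100% = 20 µM radicicol positive controls; yeast relying on Plasmodium falciparum Hsp90 in place of its own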
# NSD2 HMT inh = NSD2 histone methyltransferase inhibitors, primary screen, biochemical, AlphaScreen, single concentration, set 2; Histone-lysine N-methyltransferase NSD2 (Homo sapiens), O96028; NSD2 peptide methylation, 120 min; inhibition, % at 12.5 µM; 310,000 tested, 0.54% active; AID 743445, 2014; in the data active means inhibition above about 50%
# Target sequence (O96028 whole entry, looked up): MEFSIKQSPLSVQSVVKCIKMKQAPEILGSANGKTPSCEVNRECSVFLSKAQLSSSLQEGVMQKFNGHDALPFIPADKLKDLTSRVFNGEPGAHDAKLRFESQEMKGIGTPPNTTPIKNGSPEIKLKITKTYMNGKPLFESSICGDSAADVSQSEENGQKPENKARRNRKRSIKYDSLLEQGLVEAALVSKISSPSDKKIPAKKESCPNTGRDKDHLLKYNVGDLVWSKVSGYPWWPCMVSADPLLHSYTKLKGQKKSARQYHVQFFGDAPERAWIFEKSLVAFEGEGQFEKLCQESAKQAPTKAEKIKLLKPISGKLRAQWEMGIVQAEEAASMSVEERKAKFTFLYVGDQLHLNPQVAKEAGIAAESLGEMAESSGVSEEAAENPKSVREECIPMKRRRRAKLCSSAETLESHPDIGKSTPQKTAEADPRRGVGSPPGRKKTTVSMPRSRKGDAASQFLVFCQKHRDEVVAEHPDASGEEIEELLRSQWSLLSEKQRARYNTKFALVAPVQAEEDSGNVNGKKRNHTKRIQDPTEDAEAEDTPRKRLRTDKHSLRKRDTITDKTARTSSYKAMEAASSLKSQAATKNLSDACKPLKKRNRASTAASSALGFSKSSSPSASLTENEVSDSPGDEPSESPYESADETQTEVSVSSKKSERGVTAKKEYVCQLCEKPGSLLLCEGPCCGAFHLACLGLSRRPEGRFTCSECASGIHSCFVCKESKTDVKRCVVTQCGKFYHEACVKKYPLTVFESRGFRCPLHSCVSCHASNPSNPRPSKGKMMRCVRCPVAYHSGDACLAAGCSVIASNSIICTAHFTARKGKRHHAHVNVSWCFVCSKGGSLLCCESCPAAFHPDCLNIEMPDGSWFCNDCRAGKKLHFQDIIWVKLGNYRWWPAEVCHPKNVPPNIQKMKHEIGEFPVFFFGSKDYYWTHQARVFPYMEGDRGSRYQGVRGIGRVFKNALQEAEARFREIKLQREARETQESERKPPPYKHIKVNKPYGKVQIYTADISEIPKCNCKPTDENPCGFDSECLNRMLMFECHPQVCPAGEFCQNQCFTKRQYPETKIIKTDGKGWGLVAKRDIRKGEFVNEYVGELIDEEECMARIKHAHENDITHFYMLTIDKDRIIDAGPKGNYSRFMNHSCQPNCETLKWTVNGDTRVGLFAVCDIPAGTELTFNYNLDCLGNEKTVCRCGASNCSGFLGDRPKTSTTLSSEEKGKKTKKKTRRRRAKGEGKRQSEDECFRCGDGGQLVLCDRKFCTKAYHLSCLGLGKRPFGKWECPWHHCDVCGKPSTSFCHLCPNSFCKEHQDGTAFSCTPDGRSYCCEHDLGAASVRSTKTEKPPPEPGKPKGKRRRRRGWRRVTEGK
# Mot1-301 SUMO = yeast Mot1-301 growth rescue at high temperature, primary screen, SUMOylation pathway inhibitor project, S. cerevisiae, ATP luminescence, 38.5C | S. cerevisiae Mot1-301 growth rescue; percent above DMSO median, 100 means doubled | 320,000 tested, 1% active | growth rescue, % at 18.8 µM;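 active means every valid replicate shows activation above 250% relative to neutral control wells; inactive means the rest, any valid replicate at or below 250%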;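 further: OY570 slx delta 5 strain wells were the positive control but not used for scaling; some compounds called inactive have numbers as strong as hits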
# An asterisk follows results filed as active; · = not tested or not shown. Random draw from the library. Share with any hit: about 3.2%.
SMILES,Rtt109 HAT inh,PvdQ acylase,cardiac RTF act,dFosB activator,RTF Ca sens inh,Keap1-Nrf2 PPI,CDK5 p35 inh,C-LANA FP,PfHsp90 set2,NSD2 HMT inh,Mot1-301 SUMO
CCCN(CC(=O)Nc1ccc(Cl)cc1Cl)C(=O)/C=C/c1cccc([N+](=O)[O-])c1,-14,-7,7,-8,-5,-6,3.0,-2.6,-9,-1,-30
O=C(Nc1ccc(Cl)cc1C(F)(F)F)C(Sc1nnc(-c2cccs2)o1)c1ccccc1 (centres undefined),0,-4,-1,5,-1,-2,0.3,1.5,9,-2,5
NC(=O)c1cc([N+](=O)[O-])ccc1NCc1cccnc1,2,-3,2,-7,-2,-5,5.2,3.7,8,1,-18
COCCCNC(=O)C1CCN(c2nc(C)cc(C)n2)CC1,-7,-11,-3,0,-10,-3,-0.9,0.5,11,-3,-4
O=C(CN1CCN(C(=O)c2cccs2)CC1)Nc1ccc(Br)cc1,-12,-4,-7,-4,1,-4,-1.7,2.0,24,0,-4
N#CC1(NC(=O)COC(=O)c2ccccc2[N+](=O)[O-])CCCCC1,0,1,5,5,0,1,0.7,-1.1,-4,-4,49
Cc1ccc(-c2nc(C(=O)NCC3CCCO3)cc3c2[nH]c2ccccc23)cc1 (centres undefined),6,-12,0,-2,-6,-8,0.4,-2.6,·,·,9
Cc1ccc(/C(N)=N/OC(=O)Cc2cccc3ccccc23)cc1,0,5,-3,-8,-9,-3,2.0,-0.8,-6,0,-1
CC1CCC(=NNC(=O)Cc2cccn2C)CC1 (centres undefined),11,8,0,-2,1,1,0.3,1.1,-22,-5,7
NS(=O)(=O)c1cccc(NC(=O)CSc2nnc(C3CC3)n2-c2ccccc2)c1,-3,-14,5,-9,-20,2,0.8,2.8,10,-1,1
Cc1cc(C)c(NC(=O)COC(=O)/C=C/c2cccs2)c(C)c1,9,12,4,10,-10,-2,0.5,1.2,24,2,-18
CCc1cc(C(=O)OC)c(NC(=O)CN2CCN(C(=O)c3ccco3)CC2)s1,-7,19,1,-10,-6,-3,-0.1,-0.1,-2,4,-18
CN(CC(=O)Nc1ccc(F)cc1)C(=O)C1CCN(C(=O)Nc2ccccc2)CC1,-1,-3,1,0,-2,5,0.6,3.0,0,1,9
COC(=O)c1cc(=O)n(Cc2ccc(F)cc2)c(=Nc2ccccc2)s1,4,14,1,-7,-4,-1,0.7,-1.1,-4,-1,·
CCOC(=O)c1sc(NC(=O)C(C)Sc2nnc(N)s2)nc1C (centres undefined),-3,0,-2,3,-8,-1,-0.3,-1.0,-18,1,-20
COc1ccc(C(=O)/C=C/c2ccc(N3CCCCC3)c([N+](=O)[O-])c2)c(OC)c1,-3,1,-9,-6,-7,-4,-2.8,0.2,-27,1,53
Cc1cc(N2CCCC2=O)c(N)cc1N,-9,0,-5,-2,-4,-1,-2.0,-0.9,-2,-1,0
CCCC(C)NC(=O)CSc1nnc(-c2c[nH]c3ccccc23)o1 (centres undefined),2,-22,2,-3,-5,-2,-0.9,1.0,20,-3,10
CCOc1ccc2ccccc2c1C(=O)N1CCN(c2ccccc2)CC1,3,-9,-1,-5,-1,1,0.0,-0.3,7,5,-24
O=C(NC(=S)Nc1cccc(NC(=S)NC(=O)c2ccccc2)c1)c1ccccc1,-2,-6,7,-5,-2,-5,-0.4,0.0,2,0,·
Cc1ccc(S(=O)(=O)N(Cc2ccccc2)Cc2ccco2)cc1,0,-10,-1,2,-2,3,-0.1,0.2,-23,-2,49
COc1ccc(CCNc2ccc(N3C(=O)CC(C)C3=O)cc2[N+](=O)[O-])cc1OC (centres undefined),38,5,3,-2,-2,-2,-1.9,-2.0,-10,12,3
O=C(NCCN1CCN(c2ccccc2)CC1)C1CCN(S(=O)(=O)c2cccc3nonc23)CC1,1,7,-4,-4,-5,3,0.9,2.1,6,-2,704
COC(=O)N1C(=O)[C@](c2ccc(OC)cc2)(C(C)C)N1C(=O)OC,-10,-12,6,-4,-7,-35,1.2,-1.1,-15,·,-26
CCCCC(=O)Nc1ccccc1C(=O)OCC(=O)c1ccc2c(c1)OCCO2,-1,3,3,-1,1,-5,0.3,0.8,-10,-2,110
CC1=Nn2c(nnc2-c2ccccc2)SC1,-6,-10,2,-2,-8,-3,1.5,-1.1,-16,0,-1
CC(C)(C)OC(=O)NC1CNNC1=O (centres undefined),1,-8,-8,2,-9,0,1.4,-0.7,-4,·,18
Cn1cc(CNCc2ccc(OC(F)(F)F)cc2)c(-c2ccc3c(c2)OCCO3)n1,-1,-7,-3,-5,4,1,-2.2,-0.8,13,6,-12
CC(CC(=O)N1CCN(c2ccccc2)CC1)S(=O)(=O)c1ccc2c(c1)NC(=O)CO2 (centres undefined),1,4,-6,-8,-1,-3,-0.3,-1.4,2,0,183
COc1ccc(/C=N/NC(=O)c2ccccc2NC(=O)c2ccco2)c(OC)c1,-5,-13,0,84*,0,2,1.9,0.2,12,0,246
O=C1NC(CCc2ccccc2)C(=O)N1Cc1cccc2ccccc12 (centres undefined),12,2,-8,-13,0,1,-0.1,2.5,-35,0,-5
Cc1cc(=O)[nH]c(Nc2ccc(Cl)cc2)n1,-2,-9,-3,-8,-1,-3,2.0,0.7,6,0,23
CC12CCC(c3c(C(=O)N4CCOCC4)nn(-c4ccccc4)c31)C2(C)C (centres undefined),1,-13,-7,1,-1,-3,0.1,-0.5,-8,-1,-8
CCOC(=O)CNc1c(-c2ccc(O)cc2)nc2ccc(Cl)cn12,2,0,-5,-15,3,-4,2.1,1.3,-18,5,38
CC(C)NC(=O)c1ccccc1NC(=O)c1ccccc1N(C)S(C)(=O)=O,9,5,-1,-1,-1,1,-1.0,-0.8,7,-1,-1
CCOC(=O)C(=CNc1cccc(C)n1)C(=O)OCC,-11,-15,4,1,2,3,-0.8,0.5,-1,-6,11
Cc1c(C(=O)Nc2cccc(-c3nnc4n3CCCCC4)c2)oc2ccccc12,21,-7,7,-25,-12,-3,0.6,1.9,-5,-1,-2
Cc1cc(C)c(C)c(C(=O)c2ccccc2C(=O)O)c1C,5,-4,0,1,6,2,0.5,0.3,11,-2,-4
CC1(C)Cc2cccc(OCC(=O)OCc3nnc(-c4ccc([N+](=O)[O-])cc4)o3)c2O1,-4,-9,-4,-5,-5,0,1.2,0.0,-13,-2,0
COc1cccc(C(=O)NCC(=O)N/N=C(C)\C=C\c2ccccc2)c1,9,1,-3,-10,10,-2,1.5,0.4,-1,0,-7

# 3 entries out of the list, arranged by molar mass, low to high.
SMILES,Rtt109 HAT inh,PvdQ acylase,cardiac RTF act,dFosB activator,RTF Ca sens inh,Keap1-Nrf2 PPI,CDK5 p35 inh,C-LANA FP,PfHsp90 set2,NSD2 HMT inh,Mot1-301 SUMO
COC(=O)N1C(=O)[C@](c2ccc(OC)cc2)(C(C)C)N1C(=O)OC,-10,-12,6,-4,-7,-35,1.2,-1.1,-15,·,-26
Cc1c(C(=O)Nc2cccc(-c3nnc4n3CCCCC4)c2)oc2ccccc12,21,-7,7,-25,-12,-3,0.6,1.9,-5,-1,-2
COc1ccc(/C=N/NC(=O)c2ccccc2NC(=O)c2ccco2)c(OC)c1,-5,-13,0,84*,0,2,1.9,0.2,12,0,246

# Pulled by compound from the entries so far:
SMILES,Rtt109 HAT inh,PvdQ acylase,cardiac RTF act,dFosB activator,RTF Ca sens inh,Keap1-Nrf2 PPI,CDK5 p35 inh,C-LANA FP,PfHsp90 set2,NSD2 HMT inh,Mot1-301 SUMO
CC(C)(C)OC(=O)NC1CNNC1=O (centres undefined),1,-8,-8,2,-9,0,1.4,-0.7,-4,·,18
CC(C)NC(=O)c1ccccc1NC(=O)c1ccccc1N(C)S(C)(=O)=O,9,5,-1,-1,-1,1,-1.0,-0.8,7,-1,-1

# Going on with the list.
SMILES,Rtt109 HAT inh,PvdQ acylase,cardiac RTF act,dFosB activator,RTF Ca sens inh,Keap1-Nrf2 PPI,CDK5 p35 inh,C-LANA FP,PfHsp90 set2,NSD2 HMT inh,Mot1-301 SUMO
C=CCOc1ccc(CNCc2cccnc2)cc1,-1,-17,1,2,-7,-2,-0.1,-2.9,2,-1,78
COc1ccc(NC(=O)CSc2n[nH]c(-c3ccco3)n2)cc1,-26,-20,9,-2,-8,-5,-2.5,1.7,-4,-2,-8
CCc1ccccc1NC(=O)c1cnn(-c2ccccc2)c1C,2,-4,-3,2,-5,2,0.6,-0.8,-4,-1,-10
CN(C)S(=O)(=O)c1ccc(C(=O)NCC2CC2(Cl)Cl)cc1 (centres undefined),0,-10,-1,5,2,-9,-1.6,0.6,8,-3,58
Cc1ccc(C)c(OCCC(=O)OCC(=O)NC2CCCC2)c1,1,-6,-2,1,0,1,2.3,-0.4,·,1,31
COc1ccc(CC(=O)NNc2ncnc3c2cnn3-c2ccc(C)cc2)cc1,3,-1,-6,1,-4,4,-1.2,1.2,-19,-1,71
CC(=O)Nc1ccc(/C=C/c2nc3ccccc3[nH]c2=O)cc1,3,-17,2,1,0,-5,-3.2,1.1,13,0,7
Cc1cc(/C=C2/NC(=O)NC2=O)c(C)n1-c1ccc(C#N)cc1,6,10,0,-8,6,0,0.2,-1.2,-10,0,-10
CN(C)CCNC(=O)Nc1ccc(F)cc1F,5,4,0,1,-3,-3,-1.4,-0.6,8,-2,-7
CCOc1ccc(S(=O)(=O)Nc2cccc(C(=O)NCCCn3ccnc3)c2)cc1,3,-15,-2,-11,-12,27*,-0.5,12,36,2,-3
C[C@H](CO)N1C[C@H](C)[C@@H](CN(C)C)Oc2c(NS(=O)(=O)c3ccccc3)cccc2C1=O,-12,4,-3,2,-11,3,1.2,-1.7,4,·,-10

# Copied from the list:
# PvdQ acylase with `Cc1cc(/C=C2/NC(=O)NC2=O)c(C)n1-c1ccc(C#N)cc1` stands at 10
# Mot1-301 SUMO with `COc1ccc(CC(=O)NNc2ncnc3c2cnn3-c2ccc(C)cc2)cc1` stands at 71
# C-LANA FP with `COc1ccc(NC(=O)CSc2n[nH]c(-c3ccco3)n2)cc1` stands at 1.7
